USP17 block = inhibitors of human USP17 deubiquitinase | inhibition, % at 50 µM | hit rate 6.5% among 47,000 | purified USP17, Ub-rhodamine cleavage fluorescence, 3 h | Ubiquitin carboxyl-terminal hydrolase 17-like protein 5 (Homo sapiens), A8MUK1
OTUD3 inh = inhibitors of human OTUD3 deubiquitinase | AID 1645858, 2021 | hit rate 0.7% among 47,000 | purified OTUD3, Ub-rhodamine fluorescence, 2 h | OTU domain-containing protein 3 (Homo sapiens), Q5T2D3 | inhibition, % at 25 µM
Target sequence (Q5T2D3 whole entry, looked up, the tested form may be a part): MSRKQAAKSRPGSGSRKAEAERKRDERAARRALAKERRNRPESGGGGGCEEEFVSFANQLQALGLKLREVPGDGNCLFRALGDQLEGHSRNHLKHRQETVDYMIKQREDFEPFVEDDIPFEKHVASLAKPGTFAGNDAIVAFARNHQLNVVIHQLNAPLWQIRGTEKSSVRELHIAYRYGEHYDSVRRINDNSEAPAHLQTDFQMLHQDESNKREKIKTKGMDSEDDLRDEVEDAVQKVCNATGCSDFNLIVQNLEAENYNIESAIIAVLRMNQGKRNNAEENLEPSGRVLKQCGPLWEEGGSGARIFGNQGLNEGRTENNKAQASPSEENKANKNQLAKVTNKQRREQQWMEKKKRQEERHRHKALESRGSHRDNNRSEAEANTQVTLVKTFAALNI
USP30 inh = inhibitors of human USP30 deubiquitinase. Ubiquitin carboxyl-terminal hydrolase 30 (Homo sapiens), Q70CQ3. purified USP30, Ub-rhodamine cleavage fluorescence. inhibition, % at 25 µM. hit rate 5.3% among 47,000. AID 1645860, 2021
USP8 inh = inhibitors of human USP8 deubiquitinase | hit rate 4.2% among 47,000 | inhibition, % at 20 µM | purified USP8, Ub-rhodamine cleavage fluorescence, 30 min | AID 1645853, 2021
USP28 inh = inhibitors of human USP28 deubiquitinase. inhibition, % at 25 µM. AID 1645857, 2021. hit rate 3% among 47,000. purified USP28, Ub-rhodamine cleavage fluorescence, 30 min
UCHL1 block = inhibitors of human UCHL1 deubiquitinase. Ubiquitin carboxyl-terminal hydrolase isozyme L1 (Homo sapiens), P09936. purified UCHL1, Ub-rhodamine cleavage fluorescence. inhibition, % at 20 µM. hit rate 0.2% among 47,000. AID 1645859, 2021
Target sequence (P09936 whole entry, looked up): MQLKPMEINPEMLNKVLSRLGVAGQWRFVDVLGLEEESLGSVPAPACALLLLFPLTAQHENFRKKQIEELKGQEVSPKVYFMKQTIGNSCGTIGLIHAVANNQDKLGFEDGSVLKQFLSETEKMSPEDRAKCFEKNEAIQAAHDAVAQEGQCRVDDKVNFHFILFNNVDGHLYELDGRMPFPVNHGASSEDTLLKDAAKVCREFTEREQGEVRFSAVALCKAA
USP7 inh = inhibitors of human USP7 deubiquitinase; Ubiquitin carboxyl-terminal hydrolase 7 (Homo sapiens), Q93009; purified USP7, Ub-rhodamine cleavage fluorescence; inhibition, % at 20 µM; hit rate 0.3% among 47,000; AID 1645854, 2021
USP10 block = inhibitors of human USP10 deubiquitinase | Ubiquitin carboxyl-terminal hydrolase 10 (Homo sapiens), Q14694 | purified USP10, Ub-rhodamine fluorescence, 60 min | inhibition, % at 20 µM | hit rate 1.1% among 47,000 | AID 1645856, 2021
Starred values were filed as active, the others as inactive; i = inactive; · = not tested or not shown. Cut-off read from the data, not from the text of the source: active = inhibition above about 30%; inactive = the rest.

compound	USP17 block	OTUD3 inh	USP30 inh	USP8 inh	USP28 inh	UCHL1 block	USP7 inh	USP10 block
Cc1cccc(-n2nnc(C(=O)Nc3cccc(Cl)c3)c2C)c1	14.3	25.0	14.2	14.3	13.7	0.4	-43.6	0.5
Cc1ccc(CNC(=O)Cn2c(=O)c3sccc3n(CC(=O)Nc3ccc4c(c3)OCCO4)c2=O)cc1	59.6*	-8.4	·	7.4	·	-0.1	2.7	21.7
Cc1ccccc1CC(=O)N1C[C@@H](c2ccccc2F)[C@@]2(COCCC(=O)N2)C1	17.8	19.2	19.5	10.5	7.8	0.0	4.6	-1.2
O=C(CSc1ccncc1)N1CCCCCC1c1cc(-c2ccc(F)cc2)on1 (stereo not drawn)	-7.2	-8.7	3.7	-8.2	-1.0	1.5	-12.3	2.8
CC(=O)N1CCN(C(=O)c2c3c(nc4ccccc24)/C(=C/c2ccccc2)CCC3)CC1	-12.5	-12.3	-42.6	-5.0	-14.0	0.1	-1.0	-1.7
CCC1CN(S(=O)(=O)c2ccc3c(c2)NC(=O)CCS3)c2cc(C)ccc2O1 (stereo not drawn)	19.6	13.5	43.4*	1.2	13.3	0.3	0.0	3.2
Cc1cccc(NC(=O)CCCSc2nc3ccccc3[nH]2)c1	3.3	5.7	-12.7	13.0	14.6	4.1	6.5	2.7
CN1CCN(C(=O)C2CCN(S(=O)(=O)c3ccc4c(c3)OCCCO4)CC2)CC1	19.1	9.6	21.4	25.9	5.7	0.0	-5.0	0.1
c1ccc(CN2CCC(c3nnc(-c4ccccc4)o3)CC2)cc1	6.2	12.6	2.4	12.5	0.2	4.6	3.6	0.0
COc1cc(CN2CC[C@@]3(NC(C)=O)CNC[C@H]3C2)ccc1OC1CCCC1	0.9	4.1	-16.2	15.3	0.2	0.7	-1.0	-6.9
O=C(Cc1ccc(S(=O)(=O)N2CCOCC2)s1)NCc1cccc(C(F)(F)F)c1	0.2	-5.7	-113.3	-6.5	0.1	-0.9	-13.8	-8.0
CC(=O)c1ccc(OCCCC(=O)Nc2nc3c(C)cccc3s2)cc1	35.6*	8.6	16.9	19.6	13.5	3.3	4.4	1.9
O=C(NC1CC1)C1(Cc2cccc(-c3cccnc3)c2)CCOCC1	3.5	4.3	12.8	19.4	4.3	4.8	10.2	-1.2
Cc1ccc(S(=O)(=O)Nc2cccc(-c3nc4cccnc4s3)c2)cc1C	29.3	9.2	47.4*	20.0	16.6	8.2	0.0	18.2
CCC12CN3CC(CC)(CN(C1)C3c1ccc([N+](=O)[O-])o1)C2=O (stereo not drawn)	-10.7	9.9	8.3	-107.2	-1.8	2.0	0.6	0.0
COc1ccc(C2NC3=NCN(CC4CCCO4)CN3c3nc4ccccc4n32)cc1 (stereo not drawn)	·	-10.5	-3.7	-8.8	-13.3	-3.2	-6.2	-2.6
Cn1cnc2c(C(=O)NC3CCCCC3)nn(-c3ccccc3)c2c1=O	-13.1	-27.0	-206.8	-11.9	-42.1	-9.2	-5.8	-7.4
Cc1nn(C)c(C)c1CCNC(=O)Nc1cccc(Cl)c1	-9.7	-9.8	-13.6	-3.5	10.0	-0.1	0.9	-0.8
O=C(Nc1ccc2nc3n(c(=O)c2c1)CCCC3)Nc1ccc(F)cc1F	5.2	-10.1	23.6	0.1	5.3	-0.5	-2.6	0.2
Cc1scc2nc(C(=O)NCCc3ccncc3)nc(N3CCCC3)c12	-50.1	-55.0	-244.0	-203.6	-62.1	-5.9	-4.1	-4.3
CC(C)c1noc(CN2CCC(C3CCCCCN3C(=O)C3CCOCC3)CC2)n1 (stereo not drawn)	1.2	-2.6	-4.5	4.9	8.3	1.3	1.9	-0.4
Cc1nccc(C2CCCN(C(=O)Cc3ccc(C)s3)C2)n1 (stereo not drawn)	-5.5	-4.4	-15.1	0.1	-1.5	-2.2	-0.1	-1.1
CCCCn1c(=O)n(CC(=O)NCc2ccc(C)cc2)c(=O)c2c1nc(CO)n2CCC	5.2	17.8	25.3	15.1	10.9	1.5	1.3	-2.3
CN1CCN(C(=O)C2=NOC3(CCCNC3)C2)C(c2ccccc2)C1 (stereo not drawn)	-20.2	-5.9	-3.5	-139.2	-8.0	-1.9	1.4	0.2
Cc1nc2nnc3ccc(C(=O)Nc4cccnc4)cc3c2n1C(C)C	-17.7	-10.0	-27.7	-3.1	-7.9	-0.3	-0.8	-2.9
O=C(c1ccc2c(c1)OCO2)N1CCN(c2ccc(-c3ccncc3)nn2)CC1	-11.9	-14.6	-3.2	-14.1	-15.2	-4.0	-2.4	0.8
COc1cc(=O)n2c(c1C(=O)NCc1ccc(Cl)cc1)CCCC2	-12.4	-0.8	3.9	-47.8	1.4	2.2	0.0	3.7
COc1ccc(-c2csc3ncn(CC(C)=O)c(=O)c23)cc1	-34.5	3.4	-21.5	-17.0	5.1	-3.4	-5.3	-4.5
O=C(Nc1ccc2c(c1)OCO2)c1cncc(NS(=O)(=O)c2ccc3c(c2)OCCO3)c1	-41.0	-50.0	-281.6	45.4*	-47.1	-6.3	-13.1	-7.8
CN1C(=O)CO[C@H]2CN(C(=O)c3cccc4c3OCCO4)C[C@@H]21	3.2	3.6	14.8	8.6	5.4	-0.1	6.4	3.4

Next section; it opens with the 5 that closed the last part.
compound	USP17 block	OTUD3 inh	USP30 inh	USP8 inh	USP28 inh	UCHL1 block	USP7 inh	USP10 block
O=C(c1ccc2c(c1)OCO2)N1CCN(c2ccc(-c3ccncc3)nn2)CC1	-11.9	-14.6	-3.2	-14.1	-15.2	-4.0	-2.4	0.8
COc1cc(=O)n2c(c1C(=O)NCc1ccc(Cl)cc1)CCCC2	-12.4	-0.8	3.9	-47.8	1.4	2.2	0.0	3.7
COc1ccc(-c2csc3ncn(CC(C)=O)c(=O)c23)cc1	-34.5	3.4	-21.5	-17.0	5.1	-3.4	-5.3	-4.5
O=C(Nc1ccc2c(c1)OCO2)c1cncc(NS(=O)(=O)c2ccc3c(c2)OCCO3)c1	-41.0	-50.0	-281.6	45.4*	-47.1	-6.3	-13.1	-7.8
CN1C(=O)CO[C@H]2CN(C(=O)c3cccc4c3OCCO4)C[C@@H]21	3.2	3.6	14.8	8.6	5.4	-0.1	6.4	3.4
O=C(CCCn1c(=O)c2cccn2c2cccnc21)NCc1ccc(Cl)cc1	0.5	-71.4	-227.2	-60.6	-38.3	-17.7	-27.1	-7.2
CCC(=O)Nc1nc2c(C)cc(NS(=O)(=O)c3ccc(NC(C)=O)cc3)cc2s1	1.6	1.2	4.0	10.3	-9.3	3.7	3.7	0.7
CN(C)c1ncc(-c2ccncc2)c(-c2ccoc2)n1	-3.5	-9.2	-22.5	-3.2	-6.7	-1.6	-13.4	-0.4
CCOC(=O)N1CCC(NC(=O)c2sc3ccccc3c2Cl)CC1	11.7	-12.9	-1.0	1.0	-7.1	2.8	3.0	-3.1
COc1cccc(C(=O)N[C@@H]2C[C@H]3Oc4ccccc4N[C@H]3[C@@H]2O)c1	-11.9	-2.3	0.1	-13.9	-4.4	0.3	-3.7	0.5
O=C(NCc1ccc(F)cc1)c1nnc(Cc2ccc(Cl)cc2)o1	4.5	0.1	2.7	8.9	0.8	-2.7	0.3	4.4
O=c1cc(-c2ccccc2F)nc(-c2ccccc2F)o1	8.2	4.4	5.4	7.7	0.6	-0.9	4.6	-1.2
CC(C(=O)N1CCC(O)CC1)N1CC2(CCOCC2)Oc2ccccc2C1=O (stereo not drawn)	5.9	-4.3	-6.7	10.7	-7.3	-3.9	-0.9	1.2
COc1ccc(NC(=O)CN2C(=O)NC3(CCCCC3)C2=O)cc1Cl	11.5	14.2	18.1	25.3	10.7	3.6	4.2	3.4
CN(C)c1ccc(C(=O)N2CCNC(=O)C2CC(=O)Nc2ccc(F)cc2)cc1 (stereo not drawn)	1.4	8.0	21.7	-1.0	9.8	0.5	0.0	-2.2
COc1cccc(Oc2nc3c(c(=O)n(C)c(=O)n3C)n2Cc2ccccc2F)c1	2.9	9.0	3.7	5.9	-7.4	4.7	0.3	3.5
CC(=O)N1CCC(Cc2cc(-c3ccc(F)cc3)no2)(C(=O)N2CCCC(C)(C)C2)CC1	-16.1	-9.1	-26.6	0.5	-21.2	-2.2	-17.4	-3.2
Fc1cccc(-n2cc(-c3noc(-c4ccccn4)n3)nn2)c1	30.1*	14.1	88.5*	7.6	80.9*	1.0	-1.5	3.7
Cc1cc(C(F)(F)F)c2c(C)nn(CC(=O)Nc3ccccn3)c2n1	-3.9	-4.1	-9.7	0.5	-6.1	-2.7	-5.2	-1.6
NC(=O)CCC(=O)N[C@H]1C[C@H]2CN(Cc3ccccc3)c3ccccc3CN2C1	-170.1	-204.7	i	-77.2	-168.9	-39.2	-72.7	-7.8
CC(=O)N1CCc2cc(S(=O)(=O)NCCC3=CCCCC3)ccc21	20.4	-3.5	-4.2	3.1	-7.3	0.3	-5.3	-0.1
CCn1c(=O)c2nscc2n(CC(=O)NCc2ccccc2Cl)c1=O	-12.5	-22.6	-53.6	-0.2	-33.7	-4.0	-30.6	-8.4
CN1CC(=O)N(C2CCNC2)Cc2c(NC3Cc4ccccc4C3)ncnc21 (stereo not drawn)	49.9*	1.0	11.5	11.6	19.7	2.5	0.5	-3.5
Cn1c(NC(=O)C2CCCCC2)c(-c2ccccn2)c(=O)c2ccccc21	-4.1	3.3	·	-3.1	·	-0.2	-3.1	-2.2
O=C(N1CCOCC1)N1C[C@H](Oc2ccccn2)[C@H]2C[C@@H]1CC[C@H]2O	-7.0	-5.2	-1.9	3.1	-3.8	0.0	0.2	6.1
O=C(CSc1cn[nH]n1)Nc1ccc(F)c(Cl)c1	0.8	-1.5	2.4	-11.8	-1.0	-0.7	0.7	2.2
Cc1cc(C(=O)NCC2CCCO2)n(-c2ccccc2)n1 (stereo not drawn)	2.1	0.0	-3.7	-6.6	-8.4	-0.9	0.1	-0.4
Cc1nc(CO[C@H]2CN(C(=O)CC3CC3)[C@@H]3COC[C@H]23)cs1	-25.0	-1.4	-8.2	-130.2	0.0	-1.2	0.3	-3.3
O=C(NCc1ccc2c(c1)OCO2)c1ccsc1	-8.6	-5.4	-1.8	-3.5	-4.9	-1.6	3.1	-3.2
COc1ccc(C(=O)N2CCCN(C)c3nc4ccccc4nc32)cc1OC	-17.0	-8.9	-16.3	-6.1	-20.7	-0.1	-9.0	-0.9
N#Cc1cnn(-c2ccccc2)c1NC(=O)COc1ccccc1	11.9	14.9	27.3	0.0	16.9	0.4	2.0	0.3
CCC(=O)N1c2ncnn2C(c2ccccc2OC)CC1c1ccc(C)cc1 (stereo not drawn)	-12.1	-1.1	-3.2	-1.1	-5.4	-1.0	0.3	3.0
CCn1c(CNC(=O)c2ccco2)nnc1SCC(=O)Nc1cc(C)cc(C)c1	-5.4	-4.4	-4.5	-27.3	-3.5	-5.7	-5.8	-1.1

Compound activity: PubChem, Dana-Farber Cancer Institute and Novartis Institutes for BioMedical Research (Cambridge, Mass)
